CHRM4 antagonist = human M4 muscarinic receptor antagonists, primary screen, CHO cells, Fluo-8 calcium fluorescence | Muscarinic acetylcholine receptor M4 (Homo sapiens), P08173 | CHO-hM4 cells, ACh EC80 | inhibition, % at 3 µM | actives 0.73% (n = 360,000);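 active = inhibition above its plate's cutoff, the mean inhibition of sample wells plus 3 SD, cut at about 27% in these data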;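 note: 0% = acetylcholine EC80 with DMSO and 100% = DMSO without agonist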
M5 ag = human M5 muscarinic receptor agonists, primary screen, CHO-K1 cells, Fluo-8 calcium fluorescence; activation, % at 3 µM; CHO-K1 hM5 cells; 0% DMSO wells, 100% maximal acetylcholine response; Muscarinic acetylcholine receptor M5 (Homo sapiens), P08912; actives 0.19% (n = 360,000);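 active = activation above the run's mean over test compounds plus 3 SD, cut at about 23% in these data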;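 note: signal is peak over basal fluorescence ratio across the kinetic read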
Target sequence (P08912 whole entry, looked up): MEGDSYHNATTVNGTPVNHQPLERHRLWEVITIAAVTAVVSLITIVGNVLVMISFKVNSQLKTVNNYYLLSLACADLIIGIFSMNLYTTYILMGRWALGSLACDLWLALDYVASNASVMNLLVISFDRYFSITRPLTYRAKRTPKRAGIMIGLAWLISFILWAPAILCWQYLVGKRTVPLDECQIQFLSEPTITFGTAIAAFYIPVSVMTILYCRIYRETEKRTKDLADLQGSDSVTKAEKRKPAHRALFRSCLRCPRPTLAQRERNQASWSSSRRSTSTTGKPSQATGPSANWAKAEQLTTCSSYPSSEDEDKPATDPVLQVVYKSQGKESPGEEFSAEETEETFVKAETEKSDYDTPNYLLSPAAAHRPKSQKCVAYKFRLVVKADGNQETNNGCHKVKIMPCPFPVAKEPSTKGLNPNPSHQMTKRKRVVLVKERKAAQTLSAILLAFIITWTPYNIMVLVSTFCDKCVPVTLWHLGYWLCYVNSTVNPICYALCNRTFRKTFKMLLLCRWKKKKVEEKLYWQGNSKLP
M5 PAM = human M5 muscarinic receptor positive allosteric modulators, primary screen, CHO-K1 cells, Fluo-8 calcium fluorescence. Muscarinic acetylcholine receptor M5 (Homo sapiens), P08912. CHO-K1 hM5, ACh EC20 PAM; 0% = ACh EC20, 100% = ACh EC100. activation, % at 3 µM. actives 0.3% (n = 360,000);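 active = activation above the run cutoff, the mean activation of all test compounds plus 3 SD, cut at about 18% in these data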
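system = human M5 receptor in CHO-K1 cells | compound = one concentration, 3 µM final (nominal) | schedule = Post-acetylcholine fluorescence recording 140 s | signal = Fluo-8 calcium dye fluorescence, kinetic read | benchmarks = low control EC20 acetylcholine (0%), high control EC100 acetylcholine (100%) | repeats = singlicate, one well per test compound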
CHRM5 antagonist = human M5 muscarinic receptor antagonists, primary screen, CHO cells, Fluo-8 calcium fluorescence; actives 0.59% (n = 360,000); CHO-hM5 cells, ACh EC80; inhibition, % at 3 µM; Muscarinic acetylcholine receptor M5 (Homo sapiens), P08912;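 active = inhibition above a per-plate cutoff, the mean of that plate's test compounds plus 3 SD, cut at about 27% in these data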;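 note: 0% = acetylcholine EC80 with DMSO and 100% = DMSO without agonist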
TAAR1 ag = human TAAR1 agonists, primary screen, Fluo-8 calcium fluorescence, CHO RD-HGA16 cells | Trace amine-associated receptor 1 (Homo sapiens), Q96RJ0 | vehicle wells 0%, saturating PEA agonist 100% | activation, % at 3 µM | actives 0.99% (n = 360,000);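 active = activation above the mean activation of all test compounds in the run plus 3 SD, cut at about 38% in these data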
Target sequence (Q96RJ0 whole entry, looked up): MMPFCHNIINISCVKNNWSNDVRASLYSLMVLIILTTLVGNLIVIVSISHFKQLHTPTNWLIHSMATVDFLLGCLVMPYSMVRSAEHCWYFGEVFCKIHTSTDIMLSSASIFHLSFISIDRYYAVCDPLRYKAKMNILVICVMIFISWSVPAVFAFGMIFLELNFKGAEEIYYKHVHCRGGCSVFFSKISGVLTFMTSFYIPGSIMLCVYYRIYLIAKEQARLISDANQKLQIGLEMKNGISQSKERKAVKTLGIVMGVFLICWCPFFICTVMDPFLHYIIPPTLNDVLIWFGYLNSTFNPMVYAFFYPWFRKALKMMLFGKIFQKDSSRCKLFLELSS
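Test system: RD-HGA16 (CHO) cells co-expressing Gα16 and hTAAR1; dosing: one-point dosing at 3 µM (nominal); timing: 17-24 h seeding, 75 min 37 °C dye, 30 min RT; signal: kinetic Fluo-8 calcium fluorescence; read-out basis: % activation relative to PEA EC100 response; controls: DMSO and PEA EC100; replicates: n 1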
M1 PAM = human M1 muscarinic receptor positive allosteric modulators, primary screen, CHO-K1 cells, Fluo-8 calcium fluorescence, 1536-well | AID 588819, 2011 | actives 0.088% (n = 360,000) | activation, % at 3 µM | CHO-K1 hM1, ACh EC20; 0% = ACh EC20, 100% = maximal ACh; in the data active = activation above about 19%, passing the limit was not always enough
CHRM4 agonist = human M4 muscarinic receptor agonists, primary screen, CHO-K1 cells, Fluo-8 calcium fluorescence; Muscarinic acetylcholine receptor M4 (Homo sapiens), P08173; CHO-K1 hM4/Gqi5; vehicle 0%, full acetylcholine response 100%; activation, % at 3 µM; actives 0.14% (n = 360,000); AID 624127, 2012;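 active = activation above the run mean over all test wells plus 3 SD, cut at about 32% in these data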;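 note: peak over basal fluorescence ratio per well then scaled between controls; 0% = DMSO wells and 100% = acetylcholine at EC100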
CHRM1 antagonist = human M1 muscarinic receptor antagonists, primary screen, CHO-K1 cells, Fluo-8 calcium fluorescence, 1536-well | CHO-K1 hM1, ACh EC80 antagonist | inhibition, % at 3 µM | actives 1.3% (n = 360,000);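 active = percent inhibition above its own plate's cutoff, namely the mean of that plate's compound wells plus 3 SD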;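 note: peak over basal fluorescence ratio during 140 s after agonist addition; 0% = ACh EC80 plus DMSO and 100% = DMSO alone without agonist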
M1 ag = human M1 muscarinic receptor agonists, primary screen, Fluo-8 calcium fluorescence, CHO-K1 cells, HTS; activation, % at 3 µM; CHO-K1 hM1, agonist mode; 0% DMSO, 100% acetylcholine EC100; actives 0.33% (n = 360,000); Muscarinic acetylcholine receptor M1 (Homo sapiens), P11229;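 active = activation above the run's mean compound activation plus 3 SD, cut at about 16% in these data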;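 note: peak over basal fluorescence ratio within a 140 s kinetic read after compound addition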
An asterisk follows results filed as active; . = not tested or not shown.

SMILES,CHRM4 antagonist,M5 ag,M5 PAM,CHRM5 antagonist,TAAR1 ag,M1 PAM,CHRM4 agonist,CHRM1 antagonist,M1 ag
CC(C)C[C@H]1CN(CCCC[C@H]2CNC(=O)C(=O)N2CCc2ccccc2)C(=O)C(=O)N1CCc1ccccc1,-5,0,-3,-3,1,.,1,.,.
CC(=O)c1ccccc1NC(=O)CCNC(=O)c1ccco1,-16,-2,-1,4,-1,14,0,-14,-1
Cc1cccc(-n2c(=O)c3c4c(sc3n3c(=S)[nH]nc23)CCC4)c1,4,-4,-2,8,9,-1,0,7,-5
O=C(NNc1ccccc1)OCc1ccccc1,2,0,-1,7,6,6,0,0,-3
COCCCn1c(=S)[nH]c2ncccc2c1=O,-6,-2,8,5,7,9,1,-12,1
CN1CC(=O)Nc2ccc([N+](=O)[O-])cc2C1=O,-6,2,6,-4,1,14,1,-23,-5
O=C(Nc1ccccc1O)c1ccc(NS(=O)(=O)c2cccc3cccnc23)cc1,-17,3,-6,-1,2,-1,9,-1,2
Fc1ccc(CNC(=S)Nc2cccc(Cl)c2)cc1,7,5,-14,26,4,-11,10,17,-1
Cc1ccccc1N1CCN(S(=O)(=O)N(C)C)CC1,-5,0,1,-2,0,6,1,-9,-8
COC(=O)c1ccc(C2/C(=C(\O)c3ccc4c(c3)OCCO4)C(=O)C(=O)N2CCCN2CCOCC2)cc1 (stereo unspecified),-6,-3,-1,10,0,7,0,-5,-2
CC(C)(C)c1nnc(N/N=C/c2ccc(Br)cc2)n(N)c1=O,3,0,-8,4,2,-7,6,7,-2
CC1CN(S(=O)(=O)c2ccc(NC(=O)c3ccco3)cc2)CC(C)O1 (stereo unspecified),5,-4,3,-5,9,11,1,-15,0
CCCCc1ccc(NC(=O)N[C@H](C(=O)O)C(C)CC)cc1 (stereo partly specified),10,-6,5,-5,0,9,-3,-10,-4
COC(=O)c1cn(NC(=O)c2cc(OC)cc(OC)c2)c(=O)c2ccccc12,4,-3,-6,0,5,4,2,-5,-3
COc1ccc(-c2nc(C#N)c(NCCN(C)C)o2)cc1,0,1,-5,3,2,9,0,-9,-3
Cc1noc(C)c1C(=O)Nc1ccc(F)c(F)c1,4,-2,-1,-15,6,9,0,-7,-2
Cc1ccc(NC(=O)C2CC(=O)N(C(C)C)C2)cc1Cl (stereo unspecified),3,0,-3,6,2,3,2,-4,-5
Cc1cccc(C)c1-n1nnnc1C1c2ccccc2C(=O)N1CCOc1ccccc1 (stereo unspecified),-3,-1,-2,-2,0,.,4,.,.
Cc1ccc(-n2nnnc2-c2ccco2)cc1,3,-5,10,4,13,6,0,-25,-3
Cc1ccccc1Nc1nc(N)nc(CSc2nc3ccccc3s2)n1,-3,-3,-5,5,1,4,4,-10,-6
Cc1[nH]c(=O)[nH]c(=O)c1S(=O)(=O)Nc1ccc(F)c(Cl)c1,-1,-4,0,10,7,7,1,-7,0
O=C(/C=C\Nc1ccc2c(c1)OCO2)c1ccc(Cl)s1,-7,5,3,1,7,-5,2,10,-2
O=C(O)c1ccc(/C=C2\SC(=S)N(NC(=O)c3ccccc3[N+](=O)[O-])C2=O)cc1,-14,-1,6,1,0,6,0,-12,-3
CCOc1cc(N2CCOCC2)c(OCC)cc1NC(=O)COC(=O)c1ccc(Cl)nc1,2,-2,17,-2,1,10,2,-23,-1
O=C(NCCC1=CCCCC1)C(=O)c1c[nH]c2ccccc12,-2,-5,-1,-1,6,6,0,-8,-8

Not a retest: 5 of the compounds above.
SMILES,CHRM4 antagonist,M5 ag,M5 PAM,CHRM5 antagonist,TAAR1 ag,M1 PAM,CHRM4 agonist,CHRM1 antagonist,M1 ag
CC(C)C[C@H]1CN(CCCC[C@H]2CNC(=O)C(=O)N2CCc2ccccc2)C(=O)C(=O)N1CCc1ccccc1,-5,0,-3,-3,1,.,1,.,.
CC(=O)c1ccccc1NC(=O)CCNC(=O)c1ccco1,-16,-2,-1,4,-1,14,0,-14,-1
Cc1cccc(-n2c(=O)c3c4c(sc3n3c(=S)[nH]nc23)CCC4)c1,4,-4,-2,8,9,-1,0,7,-5
O=C(NNc1ccccc1)OCc1ccccc1,2,0,-1,7,6,6,0,0,-3
COCCCn1c(=S)[nH]c2ncccc2c1=O,-6,-2,8,5,7,9,1,-12,1

Remaining list, next part:
SMILES,CHRM4 antagonist,M5 ag,M5 PAM,CHRM5 antagonist,TAAR1 ag,M1 PAM,CHRM4 agonist,CHRM1 antagonist,M1 ag
Cc1ccccc1OCCSCc1nc2ccccc2[nH]1,-1,3,-8,-2,2,-4,6,12,-3
CC(C)CN(C(=O)COC(=O)c1ccc(Cl)nc1)c1c(N)n(Cc2ccccc2)c(=O)[nH]c1=O,-5,1,9,-3,0,10,1,-14,-1
Cn1cnc(S(=O)(=O)Nc2cc(C(F)(F)F)ccc2N2CCOCC2)c1,-8,1,9,6,1,10,1,-16,-3
Nc1[nH]c(=O)[nH]c(=O)c1N=Nc1ccccc1Cl,1,-3,5,2,0,12,0,-1,0
Cn1ncc(Br)c1NC(=O)Nc1ccc(OC(F)(F)F)cc1,-6,4,-21,27*,11,-9,14,21,2
COC(=O)c1cc(NC(=O)CN2C(=O)C(=O)N(C3CCCC3)C2=O)cc(C(=O)OC)c1,-7,0,7,-2,-1,5,0,4,-6
CCc1cc(=O)oc2cc(C)cc(OC(C)C(=O)NCCCN3CCCC3=O)c12 (stereo unspecified),-1,-4,-2,-2,-1,1,0,0,-5
CC(=O)CCSc1nnc(-c2cccc(S(=O)(=O)N3CCOCC3)c2)o1,-11,-1,16,-14,0,4,1,-10,-3
O=C(NC1CCCCC1)c1ccc(-c2cccc([N+](=O)[O-])c2)o1,8,-2,-2,7,-3,0,1,-2,-5
CC(C)C(=O)Nc1ccc(NC(=O)c2ccc(COc3ccccc3)cc2)cc1,-19,5,2,-4,1,0,1,0,-3
COc1ccc(C(C)=O)cc1CN1C(=O)NC2(CCCCCC2)C1=O,-20,2,-1,-10,2,4,1,-13,-4
COc1ccc(NC(=O)C(c2cc3c(cc2[N+](=O)[O-])OCO3)N(C)Cc2ccccc2)cc1 (stereo unspecified),-6,-2,-6,-2,3,1,-1,3,-1
COc1ccc(NC(=O)c2ccc(-c3ccc(OC)cc3)s2)cc1,-6,5,12,-8,2,-2,2,4,2
CCn1c(C)nnc1SCC(=O)Nc1ccc(OC)cc1,-8,1,0,-3,2,4,0,-10,-2
O=C(c1noc2c1CCCC2)N1CCC(CO)(Cc2ccccc2Cl)CC1,-6,2,1,-3,10,4,5,-6,-4
COC(=O)c1c(C)[nH]c(C=O)c1-c1ccccc1,-1,-1,4,-3,2,20,3,-11,-3
Nc1cc(=O)n(Cc2ccccc2)c(=O)n1Cc1ccccc1,5,4,2,13,2,0,0,-1,-2
COc1ccc(OCc2nnc(SCC(=O)NC3CC4CCC3C4)o2)cc1 (stereo unspecified),3,4,-5,7,-1,2,4,-3,-3
CC(C)OC(=O)c1c(NC(=O)CCC(=O)O)sc2c1CCCCC2,16,-2,16,-1,-1,-3,1,2,-3
O=C(Nc1ccc2ccccc2c1)c1cccc(F)c1,-19,-6,-2,2,-2,10,3,-18,-9
NC(=O)N/N=C/c1ccc(OCc2cccc(Cl)c2)cc1,-5,-3,3,8,3,12,1,-13,-3
O=C(O)c1cc(-c2ccc(Cl)c(Cl)c2)n(-c2ccc(F)cc2)n1,-22,-4,1,-8,6,6,0,-10,-5
CN(C(=O)COC(=O)c1cccc(S(=O)(=O)N2CCCCCC2)c1)C1CCS(=O)(=O)C1 (stereo unspecified),7,-1,2,2,-1,12,0,-2,7
COCC(=O)Nc1cc(C(=O)Nc2ccccc2C)ccc1Cl,0,1,3,6,9,-1,3,1,-1
C/C(CC(=O)NC(C)(C)C)=N\NC(=O)c1ccccc1N,5,-1,-9,0,10,1,1,1,-1
O=C(NNC1CC(=O)N(c2ccc(Br)cc2)C1=O)c1cccnc1 (stereo unspecified),1,3,1,-8,2,5,1,-12,-5
Cc1cc(OC(C)C(=O)Nc2cccnc2)ccc1Cl (stereo unspecified),6,-4,0,8,-4,3,4,-2,-5
CC(C(=O)O)N1CCCCC1 (stereo unspecified),3,5,12,-1,3,18,0,-17,-2
COc1ccccc1CNC(=O)COC(=O)c1ncc(Cl)c(Cl)c1Cl,2,0,-6,5,4,-2,0,-7,-4
c1cncc(-c2nc(N3CCOCC3)c3c4c(sc3n2)CCC4)c1,1,-3,1,9,0,0,0,2,-4
ON=C1c2ccccc2-c2ccc(F)cc21,5,-11,-1,11,-1,1,-2,-9,-7
c1ccc2c(Nc3nc(N4CCOCC4)c4ccccc4n3)cccc2c1,-9,-6,-8,8,10,-8,3,-6,-12

Reformatted: entries from further up
c1cncc(-c2nc(N3CCOCC3)c3c4c(sc3n2)CCC4)c1
  CHRM4 antagonist: 1; M5 ag: -3; M5 PAM: 1; CHRM5 antagonist: 9; TAAR1 ag: 0; M1 PAM: 0; CHRM4 agonist: 0; CHRM1 antagonist: 2; M1 ag: -4

COc1ccccc1CNC(=O)COC(=O)c1ncc(Cl)c(Cl)c1Cl
  CHRM4 antagonist: 2; M5 ag: 0; M5 PAM: -6; CHRM5 antagonist: 5; TAAR1 ag: 4; M1 PAM: -2; CHRM4 agonist: 0; CHRM1 antagonist: -7; M1 ag: -4

c1ccc2c(Nc3nc(N4CCOCC4)c4ccccc4n3)cccc2c1
  CHRM4 antagonist: -9; M5 ag: -6; M5 PAM: -8; CHRM5 antagonist: 8; TAAR1 ag: 10; M1 PAM: -8; CHRM4 agonist: 3; CHRM1 antagonist: -6; M1 ag: -12

Compound activity deposited in PubChem BioAssay by The Scripps Research Institute Molecular Screening Center.

Some of the compounds tested; count on the stated rates, not on these rows.
